Assay outcomes: PubChem BioAssay, several laboratories
rCAG RNA binder: binds r(CAG) RNA repeats. r(CAG) RNA repeat, TO-PRO-1 dye displacement fluorescence. inhibition, % at 3 µM. hit rate 1.3% among 370,000. AID 651821;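 active = inhibition above the plate cutoff, the mean of all test compounds on that plate plus 3 SD, cut at about 35% in these data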;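 note: 0% = DMSO alone and 100% = 100 µM mitoxantrone as full dye displacement; higher means more dye released from RNA so lower well fluorescence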
FXN GAA850 act: activators of GAA850 frataxin (FXN) promoter; HEK293 lucGAA850 FXN promoter luciferase reporter, 24 h; percent of 10 µM SAHA response; hit rate 0.56% among 360,000; AID 540364; activation, % at 6 µM;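 active = activation above the average of all compounds screened plus 3 SD, cutoff fixed separately per campaign, cut at about 7.5% in these data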;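 note: 0% = DMSO wells and 100% = 10 µM SAHA wells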
ARFGAP1 inh: inhibits rat ARF GTPase activating protein 1. Q62848. Arfgap1-stimulated ARF1 GTP hydrolysis, GDP FP detection. inhibition, % at 16.5 µM. hit rate 0.26% among 360,000. AID 651572;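 active = inhibition above a per-plate limit, mean inhibition of low control wells plus 3 SD, cut at about 25% in these data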;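 note: 0% = DMSO wells with enzyme and 100% = wells lacking Arfgap1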
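System: truncated rat Arfgap1 GAP domain / Benchmarks: high control wells lacking Arfgap1, low control full reaction with DMSO / Times: compound-enzyme preincubation 20 min, reaction 120 min, detection 60 min, 25 °C / Repeats: one replicate per compound / Also added: human ARF1(Δ1-17)-GTP substrate / Measured by: Tracer-displacement fluorescence polarization with EDTA stop, 620/688 nm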
proKLK7 act: proKLK7 (human) activation, primary screen; P49862; purified proKLK7, EDANS-DABCYL substrate fluorescence; 100% is mature enzyme control, 0% vehicle; activation, % at 7 µM; hit rate 0.9% among 370,000; AID 652039;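 active = activation above the mean of all tested compounds plus 3 SD, computed per campaign excluding outliers beyond control limits, cut at about 13% in these data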
DDE Tn6 FP inh: inhibitors of Tn6 peptide binding to human fibrin DD(E). P02675. Fibrin DD(E) TRITC-Tn6 fluorescence polarization displacement. inhibition, % at 8.3 µM. hit rate 0.21% among 370,000. AID 720509;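 active = inhibition above a per-campaign cutoff: mean of compounds within control limits plus 3 SD, cut at about 15% in these data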;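 note: 0% = median of all compound wells on the plate and 100% = blocking peptide control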
ASAP1 GAP inh: inhibitors of human ASAP1 ArfGAP activity; Q9ULH1; ASAP1-stimulated ARF1 GTP hydrolysis, GDP FP detection; inhibition, % at 16.5 µM; hit rate 0.19% among 360,000; in the data active = inhibition above about 25%;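 note: 0% = vehicle with enzyme and substrate and 100% = no enzyme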
NPR2 activator: GC-B (human) receptor activation; P20594; HEK293-GC-B cells, CNP EC30, cGMP TR-FRET; 0% at EC30 CNP, 100% saturating CNP; activation, % at 10 µM; hit rate 0.11% among 370,000;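 active = activation at 10 µM reaching about 35% in either raw or pattern-adjusted values, limit read from the data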
sPLA2-III inh: Blocks human group III sPLA2 activity. inhibition, % at 12.2 µM. Q9NZ20. hit rate 0.56% among 370,000. AID 743126. QFRET BODIPY PC-A2 liposome hydrolysis, fluorescence;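 active = inhibition above mean plus 3 SD of compounds lying within the high and low control bounds, cut at about 19% in these data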;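 note: 0% = median of test compound wells and 100% = no enzyme DMSO wells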
ADAM10 inh: inhibitors of human ADAM10; O14672; recombinant ADAM10, EDANS/DABCYL FRET peptide cleavage, 3 h; inhibition, % at 7 µM; hit rate 0.62% among 370,000; AID 720582;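 active = inhibition above a per-campaign cutoff equal to the mean of compounds falling between control-based bounds plus 3 SD, cut at about 20% in these data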;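 note: 0% = DMSO wells while the 100% control is not disclosed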
GC-A act: GC-A (human) enzyme activation; hit rate 0.14% among 370,000; HEK293 GC-A cells, cGMP TR-FRET, EC30 ANP; 0% at EC30 ANP, 100% saturating ANP; AID 1671463; P16066; activation, % at 10 µM; in the data active = activation above about 40%
Target sequence (P16066 whole entry, looked up): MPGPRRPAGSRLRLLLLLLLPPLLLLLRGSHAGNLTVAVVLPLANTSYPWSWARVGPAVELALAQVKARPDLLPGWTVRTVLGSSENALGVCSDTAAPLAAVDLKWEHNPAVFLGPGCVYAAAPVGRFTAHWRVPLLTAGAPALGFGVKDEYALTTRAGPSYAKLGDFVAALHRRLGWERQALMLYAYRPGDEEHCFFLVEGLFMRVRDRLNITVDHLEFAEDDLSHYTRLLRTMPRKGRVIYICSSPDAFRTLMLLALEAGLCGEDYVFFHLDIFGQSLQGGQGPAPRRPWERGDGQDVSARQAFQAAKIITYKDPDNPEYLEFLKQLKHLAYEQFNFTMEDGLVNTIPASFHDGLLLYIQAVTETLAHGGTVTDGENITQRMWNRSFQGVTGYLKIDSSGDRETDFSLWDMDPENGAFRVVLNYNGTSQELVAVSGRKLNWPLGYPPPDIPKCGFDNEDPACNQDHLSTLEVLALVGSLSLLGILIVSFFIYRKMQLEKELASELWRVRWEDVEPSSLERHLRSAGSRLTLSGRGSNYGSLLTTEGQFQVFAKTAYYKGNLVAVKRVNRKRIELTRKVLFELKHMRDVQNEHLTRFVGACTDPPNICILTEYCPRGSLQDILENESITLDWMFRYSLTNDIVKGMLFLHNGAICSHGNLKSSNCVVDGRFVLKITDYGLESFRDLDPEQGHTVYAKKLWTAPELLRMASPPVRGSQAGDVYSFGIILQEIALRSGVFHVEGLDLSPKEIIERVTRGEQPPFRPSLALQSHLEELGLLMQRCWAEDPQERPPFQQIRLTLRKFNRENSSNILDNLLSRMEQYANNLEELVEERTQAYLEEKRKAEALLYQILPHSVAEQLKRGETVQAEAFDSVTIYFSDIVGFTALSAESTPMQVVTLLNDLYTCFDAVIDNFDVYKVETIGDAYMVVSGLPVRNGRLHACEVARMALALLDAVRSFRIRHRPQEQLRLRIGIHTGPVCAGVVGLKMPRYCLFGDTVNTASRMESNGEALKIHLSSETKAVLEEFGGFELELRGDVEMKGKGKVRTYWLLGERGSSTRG
The depositor's hits bear a star. Rows were taken by chance (roughly 4.5% active in at least one column).

Screening CCCCn1c(O)c(/C=C2\C=Nc3ccccc32)c(=O)[nH]c1=O returned rCAG RNA binder 11, FXN GAA850 act 2.2, ARFGAP1 inh 1, proKLK7 act -0.3, DDE Tn6 FP inh -4, ASAP1 GAP inh -9, NPR2 activator -3, sPLA2-III inh -5, ADAM10 inh -1 and GC-A act -2.
For O=C(C1CCN(c2nc3nonc3nc2N2CCCCC2)CC1)N1CCOCC1 the results were rCAG RNA binder -1, FXN GAA850 act 0.0, ARFGAP1 inh 9, proKLK7 act 0.2, DDE Tn6 FP inh 2, ASAP1 GAP inh 6, NPR2 activator 3, sPLA2-III inh 0, ADAM10 inh -2 and GC-A act -2.
Cc1nc2ccccc2c(=O)n1NC(=O)c1c(O)c2c(n(CC(C)C)c1=O)CCCC2 was read as rCAG RNA binder -1, FXN GAA850 act -1.8, ARFGAP1 inh -2, proKLK7 act -0.2, DDE Tn6 FP inh -4, ASAP1 GAP inh 3, NPR2 activator 5, sPLA2-III inh 0, ADAM10 inh -2 and GC-A act -3.
For COc1ccc(-c2c[n+]3c(n2-c2ccc(C)cc2)CCCCC3)cc1 the results were rCAG RNA binder 0, FXN GAA850 act -6.1, ARFGAP1 inh 7, proKLK7 act -0.4, DDE Tn6 FP inh -2, ASAP1 GAP inh -2, NPR2 activator 2, sPLA2-III inh 1, ADAM10 inh -2 and GC-A act 0.
Screening O=c1cc2c(nn1Cc1ccc(F)cc1)-c1ccccc1CC2 returned rCAG RNA binder -3, FXN GAA850 act 1.7, ARFGAP1 inh 11, proKLK7 act 0.4, DDE Tn6 FP inh -3, ASAP1 GAP inh -9, NPR2 activator 0, sPLA2-III inh -8, ADAM10 inh -6 and GC-A act 3.
For COC(=O)C1CCN(C2CC(=O)N(c3cc(C)cc(C)c3)C2=O)CC1 (stereo not given) the results were rCAG RNA binder -5, FXN GAA850 act 3.1, ARFGAP1 inh -10, proKLK7 act 0.7, DDE Tn6 FP inh 2, ASAP1 GAP inh 10, NPR2 activator -6, sPLA2-III inh 5, ADAM10 inh 3 and GC-A act 2.
`COc1ccccc1C(=O)NCCC(=O)Nc1ccc(S(=O)(=O)N2C(C)CCCC2C)cc1` (stereo not given) gave rCAG RNA binder 0, FXN GAA850 act -3.8, ARFGAP1 inh 7, proKLK7 act 0.1, DDE Tn6 FP inh -4, ASAP1 GAP inh 0, NPR2 activator 4, sPLA2-III inh -23, ADAM10 inh 0 and GC-A act -2.
COCCOC(=O)C1=C(C)N(c2ccccc2)C(=S)NC1c1ccccc1C(F)(F)F (stereo not given) was read as rCAG RNA binder -3, FXN GAA850 act -1.2, ARFGAP1 inh -9, proKLK7 act 0.0, DDE Tn6 FP inh 7, ASAP1 GAP inh -7, NPR2 activator -3, sPLA2-III inh 10, ADAM10 inh -1 and GC-A act 1.
`Cc1ccc(S(=O)(=O)Nc2ccccc2C(=O)N2CCCC2)cc1` gave rCAG RNA binder -2, FXN GAA850 act -1.2, ARFGAP1 inh 0, proKLK7 act -0.3, DDE Tn6 FP inh -5, ASAP1 GAP inh -4, NPR2 activator -1, sPLA2-III inh 1, ADAM10 inh 8 and GC-A act 0.
`N#Cc1ccc(Nc2ccccc2)c(N)c1` gave rCAG RNA binder -1, FXN GAA850 act 2.6, ARFGAP1 inh 1, proKLK7 act -0.8, DDE Tn6 FP inh 0, ASAP1 GAP inh -4, NPR2 activator -6, sPLA2-III inh 8, ADAM10 inh -51 and GC-A act 6.
For N#Cc1ncc(Cc2ccccc2)nc1C#N the results were rCAG RNA binder 4, FXN GAA850 act 2.1, ARFGAP1 inh 1, proKLK7 act -0.5, DDE Tn6 FP inh 0, ASAP1 GAP inh 2, NPR2 activator -3, sPLA2-III inh -25, ADAM10 inh 1 and GC-A act 5.
`Cc1ccc(C(=O)NC(=S)Nc2ccc(-c3cc4ccccc4oc3=O)cc2)c(C)c1` gave rCAG RNA binder 2, FXN GAA850 act -11, ARFGAP1 inh 9, proKLK7 act -0.1, DDE Tn6 FP inh -2, ASAP1 GAP inh 2, NPR2 activator -16, sPLA2-III inh 2, ADAM10 inh -12 and GC-A act 11.
`Cc1ccc(F)cc1NC(=O)COC(=O)c1ccc2ncsc2c1` gave rCAG RNA binder 2, FXN GAA850 act 2.9, ARFGAP1 inh -8, proKLK7 act 0.5, DDE Tn6 FP inh 7, ASAP1 GAP inh 12, NPR2 activator 2, sPLA2-III inh -2, ADAM10 inh -6 and GC-A act -1.
Cc1ccc(S(=O)(=O)N2CCN=C2SCc2ccc(Cl)c(Cl)c2)cc1 was read as rCAG RNA binder 1, FXN GAA850 act 0.7, ARFGAP1 inh 3, proKLK7 act 0.1, DDE Tn6 FP inh 1, ASAP1 GAP inh -4, NPR2 activator 5, sPLA2-III inh 6, ADAM10 inh 4 and GC-A act 2.
`COc1ccc(C2NC(=S)NC(C)=C2C(=O)c2ccccc2)cc1OC` (stereo not given) gave rCAG RNA binder 2, FXN GAA850 act 2.1, ARFGAP1 inh -1, proKLK7 act 0.1, DDE Tn6 FP inh -5, ASAP1 GAP inh 7, NPR2 activator 1, sPLA2-III inh 13, ADAM10 inh 1 and GC-A act 3.

An excerpt from the list above, for reference:
Screening CCCCn1c(O)c(/C=C2\C=Nc3ccccc32)c(=O)[nH]c1=O returned rCAG RNA binder 11, FXN GAA850 act 2.2, ARFGAP1 inh 1, proKLK7 act -0.3, DDE Tn6 FP inh -4, ASAP1 GAP inh -9, NPR2 activator -3, sPLA2-III inh -5, ADAM10 inh -1 and GC-A act -2.
For O=C(C1CCN(c2nc3nonc3nc2N2CCCCC2)CC1)N1CCOCC1 the results were rCAG RNA binder -1, FXN GAA850 act 0.0, ARFGAP1 inh 9, proKLK7 act 0.2, DDE Tn6 FP inh 2, ASAP1 GAP inh 6, NPR2 activator 3, sPLA2-III inh 0, ADAM10 inh -2 and GC-A act -2.

Carrying on:
For COc1ccc(OC)c(-n2c(-c3ccn[nH]3)n[nH]c2=S)c1 the results were rCAG RNA binder -1, FXN GAA850 act 1.4, ARFGAP1 inh -3, proKLK7 act -0.5, DDE Tn6 FP inh -1, ASAP1 GAP inh 2, NPR2 activator -1, sPLA2-III inh 4, ADAM10 inh -6 and GC-A act 4.
Screening CC(C)[C@H](NC(=O)OCc1ccccc1)C(=O)OCC(=O)NC1(C#N)CCCC1 returned rCAG RNA binder -4, FXN GAA850 act -1.4, ARFGAP1 inh -5, proKLK7 act -0.5, DDE Tn6 FP inh 14, ASAP1 GAP inh -8, NPR2 activator 2, sPLA2-III inh 0, ADAM10 inh -3 and GC-A act 2.
For CCN1CCN(C(=O)CCS(=O)(=O)c2cc3c(cc2Cl)NC(=O)CO3)CC1 the results were rCAG RNA binder 1, FXN GAA850 act 3.0, ARFGAP1 inh 0, proKLK7 act 0.5, DDE Tn6 FP inh -13, ASAP1 GAP inh -7, NPR2 activator 4, sPLA2-III inh -4, ADAM10 inh -4 and GC-A act -1.
CN(C)c1ccc2nc3ccc(=O)cc-3sc2c1 was read as rCAG RNA binder 35*, FXN GAA850 act -2.0, ARFGAP1 inh -113, proKLK7 act 54*, DDE Tn6 FP inh 146*, ASAP1 GAP inh -100, NPR2 activator -33, sPLA2-III inh -2, ADAM10 inh -56 and GC-A act -114.
Screening COc1ccc(-c2ccc(C3C(C#N)=C(N)Oc4n[nH]c(C)c43)o2)cc1 (stereo not given) returned rCAG RNA binder 12, FXN GAA850 act 2.8, ARFGAP1 inh -4, proKLK7 act 14*, DDE Tn6 FP inh -3, ASAP1 GAP inh 9, NPR2 activator 5, sPLA2-III inh -9, ADAM10 inh -58 and GC-A act 15.
COc1ccc(OC(C)C(=O)N2CCOCC2)cc1 (stereo not given) was read as rCAG RNA binder 1, FXN GAA850 act -0.3, ARFGAP1 inh -8, proKLK7 act 0.4, DDE Tn6 FP inh -1, ASAP1 GAP inh 3, NPR2 activator 3, sPLA2-III inh 4, ADAM10 inh 7 and GC-A act 1.
Screening Cc1ccc(C(C(=O)NC2CCCCC2)N(C(=O)c2csnn2)C2CC2)o1 (stereo not given) returned rCAG RNA binder -5, FXN GAA850 act -3.0, ARFGAP1 inh -1, proKLK7 act 0.3, DDE Tn6 FP inh -6, ASAP1 GAP inh -9, NPR2 activator -3, sPLA2-III inh 5, ADAM10 inh 8 and GC-A act -4.
CC(=O)c1cccc(NC(=O)CN2C(=O)C(=O)N(Cc3ccco3)C2=O)c1 was read as rCAG RNA binder 9, FXN GAA850 act 1.0, ARFGAP1 inh 4, proKLK7 act 0.0, DDE Tn6 FP inh -1, ASAP1 GAP inh -12, NPR2 activator -2, sPLA2-III inh 4, ADAM10 inh 0 and GC-A act 3.
Screening Cc1ccc(Cl)c2c1NC(=O)C2(O)CC(=O)c1ccc(F)cc1 (stereo not given) returned rCAG RNA binder 0, FXN GAA850 act 2.0, ARFGAP1 inh -9, proKLK7 act -0.2, DDE Tn6 FP inh 0, ASAP1 GAP inh -5, NPR2 activator 1, sPLA2-III inh 0, ADAM10 inh 12 and GC-A act -1.
Screening O=C(NCCOc1ccc(F)cc1)C1CCC(=O)N(CCN2CCOCC2)C1 (stereo not given) returned rCAG RNA binder 3, FXN GAA850 act 0.4, ARFGAP1 inh 7, proKLK7 act -0.3, DDE Tn6 FP inh 0, ASAP1 GAP inh -15, NPR2 activator 5, sPLA2-III inh 3, ADAM10 inh 3 and GC-A act 2.
Screening CCCCC(=O)Nc1ccc(C(=O)N2CCCC(C(=O)OCC)C2)cc1 (stereo not given) returned rCAG RNA binder 2, FXN GAA850 act 0.8, ARFGAP1 inh -17, proKLK7 act 0.2, DDE Tn6 FP inh -5, ASAP1 GAP inh 1, NPR2 activator -6, sPLA2-III inh 3, ADAM10 inh 12 and GC-A act -2.
`O=C(Nc1nncs1)c1ccc2c(c1)OCO2` gave rCAG RNA binder 4, FXN GAA850 act 0.6, ARFGAP1 inh 12, proKLK7 act 0.4, DDE Tn6 FP inh 0, ASAP1 GAP inh -3, NPR2 activator -4, sPLA2-III inh 4, ADAM10 inh 1 and GC-A act 1.
Screening Cc1cc(C(=O)NNc2ccc(F)cc2F)no1 returned rCAG RNA binder -1, FXN GAA850 act 1.1, ARFGAP1 inh -2, proKLK7 act -0.1, DDE Tn6 FP inh 2, ASAP1 GAP inh 1, NPR2 activator 6, sPLA2-III inh 9, ADAM10 inh -7 and GC-A act 1.

Two entries drawn at random from the list so far:
For COc1ccc(-c2c[n+]3c(n2-c2ccc(C)cc2)CCCCC3)cc1 the results were rCAG RNA binder 0, FXN GAA850 act -6.1, ARFGAP1 inh 7, proKLK7 act -0.4, DDE Tn6 FP inh -2, ASAP1 GAP inh -2, NPR2 activator 2, sPLA2-III inh 1, ADAM10 inh -2 and GC-A act 0.
`COc1ccccc1C(=O)NCCC(=O)Nc1ccc(S(=O)(=O)N2C(C)CCCC2C)cc1` (stereo not given) gave rCAG RNA binder 0, FXN GAA850 act -3.8, ARFGAP1 inh 7, proKLK7 act 0.1, DDE Tn6 FP inh -4, ASAP1 GAP inh 0, NPR2 activator 4, sPLA2-III inh -23, ADAM10 inh 0 and GC-A act -2.
